Bioassay records (PubChem)
Dengue-2 NS5 capping = flavivirus cap methylation enzyme inhibition – biochemical, confirmation dose response, primary screen (AID 588689). Dengue-2 NS5 methyltransferase capping enzyme assay, biochemical; higher % means a stronger effect. inhibition, % at 25 µM; hits with a dose series show IC50 in µM. actives 0.3% (n = 340,000); in the data active means a potency from the dose series; inconclusive means inhibition above about 29% without an active follow-up result
T cell HTS = T cell immune modulators affecting CD8 T cell-vesicle binding; 2C CD8+ T cell-vesicle binding, flow cytometry; active compounds read low; AID 2052; calls only at 7 µM; actives 0.068% (n = 330,000);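 active means response, share of CD8 T cells binding vesicles, and their 90th percentile fluorescence all below set limits, cut at about 80% in these data, passing the limit was not always enough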
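Assay system: 2C TCR transgenic mouse naive CD8+ T cells, MACS-purified | Read-out: CD8+ gate FL2 mean fluorescence as % of same-row positive control | Signal: High-throughput flow cytometry with anti-B7-1 and anti-CD8 staining | Timing: Binding step 1.5 h, 37 °C, antibody labelling 20 min, ice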
West Nile virus CPE = inhibition of WNV-induced cytopathic effect – cell-based, CPE readout (AID 1621) | West Nile virus-infected cells, CPE inhibition; higher % means a stronger effect | actives 0.02% (n = 290,000) | CPE inhibition, % at 10 µM; hits with a dose series show IC50 in µM; in the data active means a potency from the dose series; inconclusive means CPE inhibition mostly from about 3.7% at the one dose, without a potency; inactive means the rest, 99 in 100 with CPE inhibition below about 2.2%; further: strong numbers were not always called active
NTR1 ag = agonists of NTR1, primary screen, imaging, U2OS cells, beta-arrestin-GFP, high content (AID 493036); P30989; NTR1-U2OS beta-arrestin-GFP spot imaging, agonist mode; activation, % at 20 µM; actives 0.17% (n = 330,000);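 active means activation at or above 40% of the spot to cytoplasm intensity ratio, with at least 20 cells analyzed; inconclusive means wells under 20 cells, flagged as cytotoxic or low count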;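 further: 0% = DMSO without peptide and 100% = 100 nM NTR1 peptide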
Target sequence (P30989 whole entry, looked up): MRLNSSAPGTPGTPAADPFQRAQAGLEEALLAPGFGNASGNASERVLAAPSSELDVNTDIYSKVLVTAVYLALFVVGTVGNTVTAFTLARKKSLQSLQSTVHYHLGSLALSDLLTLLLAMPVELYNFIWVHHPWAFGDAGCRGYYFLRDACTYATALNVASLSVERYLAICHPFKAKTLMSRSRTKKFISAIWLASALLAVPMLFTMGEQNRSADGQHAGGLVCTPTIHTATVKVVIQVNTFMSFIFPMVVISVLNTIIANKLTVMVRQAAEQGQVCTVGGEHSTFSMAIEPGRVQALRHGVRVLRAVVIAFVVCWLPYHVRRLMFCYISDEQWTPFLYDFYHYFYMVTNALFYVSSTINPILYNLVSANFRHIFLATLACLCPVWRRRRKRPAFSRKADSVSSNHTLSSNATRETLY
RSV CPE inhibition = inhibition of RSV-induced cytopathic effect – HEp-2 cells, primary 10 µM value included (AID 2391) | HEp-2 cells, RSV-induced CPE inhibition; higher % means a stronger effect | one-dose CPE inhibition, % at 10 µM; IC50 in µM for titrated hits | actives 0.13% (n = 310,000); in the data active means a potency from the dose series; inconclusive means CPE inhibition mostly from about 23% at the one dose, without a potency; inactive means the rest, 99 in 100 with CPE inhibition below about 21%; further: strong numbers were not always called active
Large T inhibition = TAg ATPase/helicase activity blockers – biochemical (AID 1903). SV40 large T antigen ATPase/helicase inhibition assay; higher % means a stronger effect. inhibition, % at 20 µM, or IC50 in µM where a hit was titrated. actives 0.39% (n = 310,000); in the data active means a potency from the dose series; inconclusive means inhibition mostly from about 32% at the one dose, without a potency; inactive means the rest, 99 in 100 with inhibition below about 32%; further: strong numbers were not always called active
Salmonella PhoP GFP = PhoP-dependent GFP reporter repression – Salmonella Typhimurium, primary screen (AID 1863). S. Typhimurium PhoP-regulated promoter GFP reporter, 4 h; higher % means a stronger effect. actives 0.16% (n = 300,000). inhibition, % at 50 µM, or IC50 in µM where a hit was titrated;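 active means inhibition over 29.93%, a cutoff 3 SD above the screen mean, later confirmed by dose response; inconclusive means inhibition over 29.93% but no dose response follow-up; inactive means inhibition at most 29.93% or unconfirmed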;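 further: 0% = low Mg2+ inducing control and 100% = high Mg2+ repressing control; strong numbers were not always called active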
UTI89 phage lysis = inhibition of K1F phage lysis, E. coli UTI89, bacterial capsule biogenesis inhibitors, alamar blue (AID 488966); E. coli UTI89 K1F phage lysis, alamar blue, 2 h; higher % means a stronger effect; inhibition, % at 100 µM; hits with a dose series show IC50 in µM; actives 0.02% (n = 340,000);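 active means phage lysis inhibition, versus mean bacterial control, above a set limit; inconclusive means no clear call, values can overlap the other calls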;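 further: capsule biogenesis inhibitors block K1F phage lysis so surviving cells raise fluorescence; higher fluorescence means more inhibition of phage lysis; actives were called in the ten point dose series up to 300 µM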
MgcRacGAP inhibition = MgcRacGAP GTPase-activating activity inhibitors, confirmation, biochemical, ADP Hunter fluorescence | actives 0.6% (n = 340,000) | inhibition, % at 30 µM, or IC50 in µM where a hit was titrated | MgcRacGAP-stimulated Rac1 GTP hydrolysis, ADP Hunter fluorescence; higher % means a stronger effect; GST-tagged Rac1 F28L mutant substrate;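 active means first-screen hits whose inhibition reached a set limit at any dose in the follow-up dose series; inconclusive means inhibition above the set first-screen limit but never retested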;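 further: fluorescence reports GDP produced by GAP-driven GTP hydrolysis; strong numbers were not always called active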
T cell HTS vesicle-bound % = also measured in T cell HTS; calls as there; double positive events, %; measured here: CD8+ vesicle-bound cell fraction;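 binding gate set so that unloaded-vesicle control wells show 10% double positive cells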
NTR1 ag cell count 20 µM = recorded beside NTR1 ag, whose call it bears; cell count; measured here: cell count, cytotoxicity flag
Dengue-2 NS5 capping pilot replicate = further read-out of Dengue-2 NS5 capping, marked with its call; inhibition, %; measured here: pilot screen replicate inhibition
* = called active by the depositor; i = inactive; ? = inconclusive; nt = no result given; [ ] = another dose, or the depositor's remark.

SMILES	Dengue-2 NS5 capping	T cell HTS	T cell HTS vesicle-bound %	West Nile virus CPE	NTR1 ag	NTR1 ag cell count 20 µM	RSV CPE inhibition	Large T inhibition	Salmonella PhoP GFP	UTI89 phage lysis	MgcRacGAP inhibition	others
OCCNCCNCc1ccccc1OCc1ccccc1	-5%	i	26	-0.8%	0.1	58	-1.6%	10%	5%	0.4%[50 µM]	8%
CCOc1ncccc1C(=O)NCCCSc1ccccc1	-3%	i	57	-1.1%	4.9	84	3.3%	5%	4%	0.0%	nt
COc1cccc(N2CCN(c3ccc(N4C(=O)CCC4=O)cc3[N+](=O)[O-])CC2)c1	-5%	i	19	-0.7%	4.5	59	0.7%	10%	-4%	0.1%	4%
CCOc1ccc(NC(=O)CSCC(=O)O)cc1	0%	i	30	0.2%	-0.4	77	0.8%	4%	-11%	0.3%	12%
CC(=O)c1ccc(NC(=O)C2(S(=O)(=O)c3ccccc3)CC2)cc1	0%	i	25	0.2%	-1.0	37	-0.8%	9%	-6%	-1.1%	2%
COCCCNC(=O)c1ccc(Cn2c(=O)c3ccccc3n(Cc3ccccc3C#N)c2=O)cc1	-12%	i	29	3.0%	0.9	100	11%	4%	-5%	-0.6%	2%
CN(Cc1cccs1)C(=O)CCc1c[nH]c2ccccc12	-3%	i	36	0.6%	0.5	54	0.1%	9%	-4%	0.1%	-2%
CC(C)[C@H](NC(=O)C1CC(=O)N(c2ccc3c(c2)OCCO3)C1)C(=O)NC1CCCC1 (some centres undefined)	-3%	i	14	-0.1%	-0.7	58	1.8%	12%	-7%	0.2%	0%
CC(C)c1ccc(C2C3=C(CC(C)(C)CC3=O)NC3=C2C(=O)c2ccccc23)cc1 (centres undefined)	9%	i	29	0.0%	2.9	47	18%	8%	8%	0.8%[50 µM]	10%
C=CCC[C@@H](Cc1ccc(F)cc1)C(=O)OC[C@@H](NC(=O)[C@@H](CC=C)CC(=O)N[C@H](CO)Cc1ccccc1)C(C)(C)C	-6%	i	27	nt	6.5	75	nt	nt	nt	2.0%	6%
COc1ccc(Nc2cc(C(=O)NCc3cccnc3)c3ccccc3n2)c(OC)c1	nt	i	53	-0.4%	2.2	87	2.6%	3%	-5%	nt	nt
COc1cccc2[nH]c3c(=O)n(CCCN4CCOCC4)cnc3c12	-4%	i	55	-0.2%	0.3	70	0.4%	12%	0%	0.2%	11%
Cn1nc(C(F)(F)F)c(/C=N/OC(=O)c2ccccc2)c1Cl	-3%	i	35	0.4%	2.7	79	1.3%	-1%	0%	0.3%	10%
CCc1c(C)c2ccc(OCC(=O)NCC3CCC(C(=O)O)CC3)cc2oc1=O (centres undefined)	-7%	i	36	-0.2%	-2.0	96	1.2%	4%	-8%	-3.5%	-3%
Cn1c(=O)n(C)c2cc([N+](=O)[O-])c(N3CCN(C(=O)c4ccccc4Cl)CC3)cc21	-2%	i	12	-1.1%	1.9	47	0.7%	27%	-9%	0.1%	7%
O=C(COC(=O)c1ccc(Cl)c(S(=O)(=O)N2CCc3ccccc3C2)c1)Nc1ncc(Cl)cc1Cl	-1%	i	63	1.5%	2.6	67	4.8%	2%	-2%	1.6%[50 µM]	8%
O=C(c1ccc(Br)o1)N1N=C(c2ccc(Cl)cc2)CC1c1ccco1 (centres undefined)	-1%	i	13	0.9%	6.0	65	1.7%	14%	1%	-0.5%[50 µM]	12%
COc1ccc(C(=O)NCCS(=O)(=O)NCc2cccs2)cc1	2%	i	19	nt	0.9	51	-0.3%	8%	-8%	1.4%[50 µM]	7%
COCCNC(=O)c1onc(CSc2cc(C)cc(C)c2)c1C(=O)NCCOC	0%	i	27	0.4%	-3.8	92	0.2%	-3%	8%	-7.5%	3%
CC(C)(C)NC(=O)NCc1ccco1	7%	i	11	-0.1%	-0.8	39	-0.2%	6%	-4%	-1.3%	-2%
CC(C)CC(NC(=O)C1CCC(C)CC1)C(=O)NCc1cccnc1 (centres undefined)	4%	i	24	-0.8%	-0.2	94	1.0%	2%	6%	2.6%	7%
COc1cc(/C=N/NC(=O)c2cc(-c3ccccc3)nc3ccccc23)ccc1O	5%	i	40	-0.6%	0.5	77	5.5%	25%	10%	-0.2%	21%
O=C(c1csc2ccccc12)N1CCN(c2ccccn2)CC1	11%	i	12	0.3%	0.9	42	nt	20%	2%	2.3%	6%
COc1cc2nc(N(CCCN(C)C)C(=O)c3ccc(S(=O)(=O)N4CCc5ccccc5C4)cc3)sc2cc1OC	-7%	i	45	nt	0.5	73	0.6%	8%	6%	0.5%[50 µM]	7%
O=C(NCN1C(=O)C2C3C=CC(C3)C2C1=O)Nc1nccs1 (centres undefined)	-1%	i	34	0.8%	-1.8	47	2.3%	5%	-13%	-0.7%	1%
COc1ccc(CCNC(=O)CN(c2cc([N+](=O)[O-])ccc2OC)S(C)(=O)=O)cc1	-1%	i	42	-0.3%	-0.3	20	0.6%	-2%	2%	-0.3%	1%
COc1ccc(CSc2nnc(N)s2)cc1F	-8%	i	26	-0.1%	0.7	42	2.6%	4%	-4%	3.4%	7%
COc1ccc(C(=O)NC2CC3CCCC(C2)N3Cc2ccccc2)cc1 (centres undefined)	10%	i	40	-0.7%	2.2	50	-1.3%	-9%	16%	-0.5%	16%
Cc1nn(Cc2ccccc2)c(N)c1-c1ccccc1	-2%	i	53	0.3%	-1.6	67	0.0%	16%	-3%	12%	4%
Cc1c(Br)c([N+](=O)[O-])nn1CC(=O)N1CCN(Cc2ccccc2)CC1	nt	i	63	-0.2%	0.5	35	-1.1%	22%	5%	-0.1%	3%

Grouped by structure, the entries above containing bromine
SMILES	Dengue-2 NS5 capping	T cell HTS	T cell HTS vesicle-bound %	West Nile virus CPE	NTR1 ag	NTR1 ag cell count 20 µM	RSV CPE inhibition	Large T inhibition	Salmonella PhoP GFP	UTI89 phage lysis	MgcRacGAP inhibition	others
O=C(c1ccc(Br)o1)N1N=C(c2ccc(Cl)cc2)CC1c1ccco1 (centres undefined)	-1%	i	13	0.9%	6.0	65	1.7%	14%	1%	-0.5%[50 µM]	12%
Cc1c(Br)c([N+](=O)[O-])nn1CC(=O)N1CCN(Cc2ccccc2)CC1	nt	i	63	-0.2%	0.5	35	-1.1%	22%	5%	-0.1%	3%

The list continues.
SMILES	Dengue-2 NS5 capping	T cell HTS	T cell HTS vesicle-bound %	West Nile virus CPE	NTR1 ag	NTR1 ag cell count 20 µM	RSV CPE inhibition	Large T inhibition	Salmonella PhoP GFP	UTI89 phage lysis	MgcRacGAP inhibition	others
O=C1CCC(C(=O)N2CCC(O)(c3ccccc3)CC2)CN1CCc1ccccc1 (centres undefined)	-2%	i	66	-0.3%	-1.1	67	0.8%	9%	2%	-0.2%	4%
Cc1ccc(C)c(N(CC(=O)NC2CCCC2)C(=O)CCCC(=O)Nc2ccccn2)c1	8%	nt	nt	-0.3%	nt	nt	nt	5%	2%	0.1%	10%
COc1cccc(C2=NOC(C(=O)Nc3cc(C)on3)C2)c1 (centres undefined)	-5%	i	32	0.3%	0.7	57	0.0%	12%	0%	-0.2%	0%
CCOC(=O)c1c(NC(=O)/C=C/c2ccc3c(c2)OCO3)sc(C)c1CC	-1%	i	23	0.1%	3.0	46	-3.0%	11%	-7%	0.5%	13%
CC(=O)c1ccccn1	1%	i	43	nt	0.4	91	nt	15%	-2%	3.9%	-5%
O=C(Cc1sc(-c2ccccc2)nc1-c1ccccc1)Nc1ccccc1	0%	i	27	0.0%	3.5	56	1.4%	23%	2%	0.4%	8%
COc1ccc(-c2ccc3nnc(SCC(=O)N4CCCC4)n3n2)cc1	-3%	i	40	nt	0.9	53	-0.2%	8%	2%	0.5%[50 µM]	5%
Cc1ccc(C(=O)OCC(=O)N2CCCc3ccccc32)cc1C	1%	nt	nt	nt	1.9	66	nt	nt	nt	1.6%[50 µM]	6%
CCOC(=O)C1=NN(c2ccccc2)C2(S1)SC(C(C)=O)=C(C)N2c1ccccc1 (centres undefined)	-7%	i	10	-0.1%	-2.2	97	2.0%	6%	7%	-0.1%	3%
COc1ccc(S(=O)(=O)Nc2cccc3c2O[C@H](CN(C)C(=O)Nc2c(C)noc2C)[C@@H](C)CN([C@H](C)CO)C3=O)cc1	-3%	i	16	nt	-0.5	73	nt	nt	nt	-1.5%	6%
Cc1cccnc1NC(=O)CNC(=O)COc1ccccc1	-4%	i	47	nt	0.9	56	-0.8%	15%	0%	1.0%[50 µM]	7%
CC1Oc2ccccc2N(CC(=O)NCCN2CCOCC2)C1=O (centres undefined)	-7%	i	40	-0.1%	-2.1	61	2.2%	4%	8%	0.4%	4%
CC(=O)Nc1ccc(-n2cc(-c3ccccc3)[nH]c2=S)cc1	-2%	i	54	0.1%	0.8	92	0.6%	22%	-5%	-0.2%	15%
Cc1nn(-c2c(Cl)cc(Cl)cc2Cl)c(=O)c2ccccc12	-4%	i	33	0.0%	0.5	52	3.3%	1%	-1%	-0.2%	2%
N#C/C(=C/c1ccc(F)cc1)c1nnc(NC(=O)c2ccccc2)s1	4%	i	11	0.1%	1.8	58	0.4%	1%	-2%	0.4%	15%
COC(=O)[C@]1(Cc2ccccc2)N[C@H](CN(C)S(=O)(=O)c2ccc(OC(F)(F)F)cc2)[C@@H]2C(=O)N(Cc3ccccc3)C(=O)[C@@H]21	-5%	i	4	nt	2.3	56	nt	nt	nt	0.3%	-3%	Dengue-2 NS5 capping pilot replicate=-2.1
O=C(/C=C/c1ccccc1Cl)N(Cc1cccs1)C1CCS(=O)(=O)C1 (centres undefined)	-1%	i	1	-1.3%	1.5	53	2.9%	6%	-14%	-0.9%	-6%
CCCNC(=O)CC(NS(=O)(=O)c1ccc(OC)cc1)c1ccco1 (centres undefined)	-3%	i	45	-0.1%	0.1	59	0.3%	9%	-7%	0.5%	3%
Cc1onc(-c2ccccc2)c1CNC(=O)Nc1ccccc1	9%	i	32	1.1%	-0.7	37	10%	8%	0%	-0.3%	13%
C=CCO/N=C(/CCC)C1=C(N)CC(C)(C)CC1=O	8%	i	29	-0.2%	-0.8	93	-1.6%	2%	2%	-0.3%	-1%
CCN(CC)S(=O)(=O)c1ccc2c(c1)C(=NO)c1cc(S(=O)(=O)N(CC)CC)ccc1-2	-8%	i	51	?	35	84	5.2µM*	22%	6%	0.0%	4%
CC(C)(C)C1N=C(c2ccc3ccccc3c2)OC1=O (centres undefined)	-8%	i	41	nt	-0.7	69	0.1%	nt	nt	-1.9%	7%
